# Screening data: PubChem BioAssay, Columbia University Molecular Screening Center
# sEH activator – soluble epoxide hydrolase activators, primary screen, biochemical, human sEH. hit rate 0.04% among 91,000. Bifunctional epoxide hydrolase 2 (Homo sapiens), P34913. activation, % at 2 µM. purified human sEH enzymatic activity, activator screen; in the data active = activation above about 37%; also: values of inactives mirror those of a sister screen read the other way
# Target sequence (P34913 whole entry, looked up): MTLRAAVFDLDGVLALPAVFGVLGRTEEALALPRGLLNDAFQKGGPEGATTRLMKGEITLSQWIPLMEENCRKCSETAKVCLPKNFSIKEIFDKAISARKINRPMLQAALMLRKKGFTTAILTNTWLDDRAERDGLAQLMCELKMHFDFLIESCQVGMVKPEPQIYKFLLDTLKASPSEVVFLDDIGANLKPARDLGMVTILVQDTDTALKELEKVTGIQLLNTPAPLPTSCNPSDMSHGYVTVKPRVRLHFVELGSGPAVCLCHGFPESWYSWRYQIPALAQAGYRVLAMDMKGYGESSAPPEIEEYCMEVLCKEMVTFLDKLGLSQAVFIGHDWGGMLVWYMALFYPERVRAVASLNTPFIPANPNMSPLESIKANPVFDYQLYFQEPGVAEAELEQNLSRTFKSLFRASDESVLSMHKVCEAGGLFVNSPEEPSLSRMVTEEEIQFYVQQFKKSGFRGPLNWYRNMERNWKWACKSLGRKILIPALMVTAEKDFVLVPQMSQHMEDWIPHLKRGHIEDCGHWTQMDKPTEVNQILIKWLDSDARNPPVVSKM
# * hit, by the source's call. This is a subset, so the mix of outcomes need not match the whole.
SMILES,sEH activator
Cc1ccc(-c2nn3c(C)nnc3c3ccccc23)cc1S(=O)(=O)NCCN1CCOCC1,7.2
CC(C)COc1ccc(/C=C2/Sc3ccccc3C2=O)cc1,-6.5
O=C(Nc1ccccc1N1CCOCC1)c1ccccc1NS(=O)(=O)c1ccc(F)c(F)c1,-49.9
CCOc1ccccc1NC(=O)C(Sc1ccccc1)c1ccccc1 (configuration not stated),4.8
CCC1Oc2ccc(C)cc2N(CC(=O)NCCN2CCCCCC2)C1=O (configuration not stated),6.3
O=C1CS/C(=C\[N+](=O)[O-])N1c1ccccc1,-0.6
Oc1ccc(-c2nccc(-c3cccs3)n2)cc1,19.8
Cc1nc2ccccc2n1/N=C/c1ccc([N+](=O)[O-])o1,-3.3
CCC(C)(C)NC(=O)CN(Cc1cccs1)C(=O)CCC(=O)Nc1nccs1,-3.0
Cc1ccc(S(=O)(=O)NNC(=O)c2sc3nc(C)cc(C)c3c2-n2cccc2)cc1,16.7
Cc1ccc2nc(C3CCCN(C(=S)Nc4ccccc4C)C3)[nH]c2c1 (configuration not stated),1.2
CSC(=NC#N)N1CCN(c2ccc(Cl)cc2)CC1,0.8
C=CCOc1ccc(CNn2c(C)n[nH]c2=S)cc1OC,25.0
O=c1[nH]ncc2c3ccccc3n(Cc3ccc(F)cc3)c12,3.0
COc1ccc(-n2c(SC(CN3CCCCC3)CN3CCCC3=O)nc3ccccc3c2=O)cc1 (configuration not stated),-9.8
CC1Oc2ccccc2N(CC(=O)N2CCc3ccccc32)C1=O (configuration not stated),-0.6
COc1cccc(N=c2oc3c(C)ncc(CO)c3cc2C(=O)Nc2ccccc2OC)c1,-8.7
COc1ccc(C(CC(=O)c2ccc(O)cc2)S(=O)(=O)c2ccc(C)cc2)cc1 (configuration not stated),9.2
O=C(O)c1ccc(COCC(F)(F)C(F)F)o1,17.1
S=c1[nH]cc(-c2ccccc2)n1-c1ccccc1,-5.0
COc1ccc(C(C(=O)NC2CCCC2)N(C(=O)c2ccoc2C)c2ccc(C)cc2)cc1 (configuration not stated),-8.0
CN(C)N1C(N)=C(C#N)C(c2cccnc2)C2=C1CC(C)(C)CC2=O (configuration not stated),-1.0
COc1cc(C(=O)Nc2cccc(-c3nc4cc(C)cc(C)c4o3)c2)cc(OC)c1OC,6.4
NC(=O)C(c1ncc(C(F)(F)F)cc1Cl)c1c(Cl)cccc1Cl (configuration not stated),17.5
Cc1cnc(C(=O)Nc2ccc(C(=O)N3CCCCC3)cc2)cn1,-2.0

# Remaining list, next part
SMILES,sEH activator
CCOc1ccc(-c2nnc(N3CCCCC3)c3ccccc23)cc1,-2.0
Cc1[nH]c2ccccc2c1C(=O)/C=C/c1ccccc1,-28.4
CCCCCc1c(C)c(C#N)c2nc3ccccc3n2c1-n1ccnc1C,9.0
COc1cccc(C2C(C(=O)Nc3nc4ccccc4s3)=C(C)NC3=C2C(=O)CC(C)(C)C3)c1OC (configuration not stated),17.4
CCN(c1ccc(OC)cc1)S(=O)(=O)c1ccc2c(c1)CCN2C(=O)CCC(=O)O,9.2
CCC(C)(C)NC(=O)C(c1ccc(C)cc1)N(Cc1cccs1)C(=O)c1ccc2c(c1)OCCO2 (configuration not stated),-3.5
COCC(=O)Nc1c(C(=O)Nc2cccc(OC)c2)oc2ccccc12,3.0
CC(=O)c1ccc(NC(=O)c2cc3nc4c(c(C(F)(F)F)n3n2)CCCC4)cc1,2.8
COc1ccc(CCn2c(-n3nc(C)cc3C)nc3c2c(=O)[nH]c(=O)n3C)cc1,5.7
Cc1cc(O)cc(=O)n1Cc1ccco1,13.0
CN1CCCN(C2C3CC4CC(C3)CC2C4)CC1 (configuration not stated),-7.0
COc1cc(/C=N/N2CCN(c3ccccc3OC)CC2)ccc1O,-2.4
N/C(=N\OC(=O)c1cc(-c2ccccc2)nc2ccccc12)c1ccc(Cl)cc1,-8.4
COc1ccc(Nc2ccc3c(c2)=NC2(CCCCC2)[N+]=3[O-])cc1,-0.4
CCOC(=O)C(=O)/C(=C\N(C)C)c1onc(-c2c(F)cccc2Cl)c1C(=O)OC,1.7
CCOC(=O)c1oc2ccc(S(=O)(=O)N3CCOCC3)cc2c1C,9.8
Cc1noc(NS(=O)(=O)c2ccc(NC(=O)CSc3ncccn3)cc2)c1C,4.2
CCc1cc(C)cc(OCCNC(=O)c2cncc(Br)c2)c1,-5.8
CC(=O)NNc1nc2ccccc2s1,0.9
Cc1ccc(/S(C)=N/S(=O)(=O)c2ccc(C)cc2)cc1 (configuration not stated),8.9
O=C(NCc1ccco1)Nc1ccc2snnc2c1,-16.0
COc1ccc(NC(=O)C2CC2)cc1NS(=O)(=O)c1ccc(F)cc1,-0.1
CC(C)CCNC(=O)CN(Cc1cccs1)C(=O)CCC(=O)Nc1nccs1,-2.3
Cc1ccc(-n2nnnc2C(=Cc2ccc(N(C)C)cc2)c2nnnn2-c2ccc(C)cc2)cc1,1.1
CC(C)c1[nH]nc2c1C(c1cccc(OC(=O)N3CCOCC3)c1)C(C#N)=C(N)O2 (configuration not stated),-10.8

# Ordered by formula weight (highest first): part of the list above
SMILES,sEH activator
COc1cccc(N=c2oc3c(C)ncc(CO)c3cc2C(=O)Nc2ccccc2OC)c1,-8.7
Cc1noc(NS(=O)(=O)c2ccc(NC(=O)CSc3ncccn3)cc2)c1C,4.2
NC(=O)C(c1ncc(C(F)(F)F)cc1Cl)c1c(Cl)cccc1Cl (configuration not stated),17.5
COc1ccc(NC(=O)C2CC2)cc1NS(=O)(=O)c1ccc(F)cc1,-0.1

# Next section:
SMILES,sEH activator
CCCOc1cccc(-c2cc(C(=O)NNC(=S)NCC)c3ccccc3n2)c1,17.5
FC(F)(F)c1cccc(Sc2cc(C(F)(F)F)nc(-c3ccccn3)n2)c1,5.8
O=C(Cn1ccc2ccccc2c1=O)NCC1COc2ccccc2O1 (configuration not stated),1.1
COc1ccc(NC(=O)C(=O)N2N=C(C(C)C)CC2(O)C(F)(F)F)cc1 (configuration not stated),2.4
CCCC(=O)NC(c1ccco1)c1c(O)ccc2ccccc12 (configuration not stated),4.5
CSc1ccc(C#N)cc1NC(=O)c1ccc(Cl)cc1Cl,4.9
Cc1nc2ccc(NC(=S)NC(C)C)cc2nc1C,4.5
CCOC(=O)c1cnn(-c2ccc(C(C)C)cc2)c1NC(=O)C1CCC1,-8.9
COc1cc(/C=N/NC(N)=S)ccc1OCC(=O)Nc1ccc(C)cc1,-4.8
Cc1ccc(C)c(NC(=O)Cn2nc(C(F)(F)F)cc2C2CC2)c1,5.1
Cc1ccc([N+](=O)[O-])cc1N/C=C/C(=O)c1ccco1,9.1
C=CCn1c(SCC(=O)c2c(N)n(C)c(=O)n(C)c2=O)nc2sc(CC)cc2c1=O,3.7
Nc1cc(=O)[nH]c(SC/C=C/c2ccccc2)n1,-1.9
Cc1ccc2nc(SCc3ccc([N+](=O)[O-])cc3)nc(C)c2c1,-2.5
CCOC(=O)C(NS(=O)(=O)c1ccccc1)(C(F)(F)F)P(=O)(OCC(C)C)OCC(C)C (configuration not stated),19.4
CC(C)(C)c1ccc(C(=O)c2c[nH]c(C(=O)NCc3cccs3)c2)cc1,-6.1
CCCC(=O)c1c[nH]c(C(=O)NCCc2ccccn2)c1,-10.0
C/C(Cn1nnc([N+](=O)[O-])n1)=N\NC(=O)c1ccccc1Cl,-1.4
Cc1cc(C)c(S(C)(=O)=O)c(Oc2ccc(F)cc2)n1,3.4
CC(C)[C@@H](C(=O)OCC(=O)Nc1ccc2c(c1)OCO2)N1C(=O)c2ccccc2C1=O,-55.9
COc1ccccc1NC(=S)NNC(=O)c1cc(C)nn1C,5.9
Cc1ccc(C)c(S(=O)(=O)Nc2ccccc2C(=O)Nc2ccccc2N2CCOCC2)c1,-9.4
COc1ccc(-c2cc(C(F)(F)F)nc(SCC(=O)NCc3cccs3)n2)cc1,-18.6
N#CC1=C(SCC(N)=O)NC2=C(C(=O)c3ccccc32)C1c1ccc(Cl)cc1 (configuration not stated),-4.9
Cc1ccc(N2CC3=C(C2=O)C(c2ccccc2)NC(=O)N3C)cc1 (configuration not stated),-4.3

# Quoted at random: 7 entries already listed, in no set order.
SMILES,sEH activator
N#CC1=C(SCC(N)=O)NC2=C(C(=O)c3ccccc32)C1c1ccc(Cl)cc1 (configuration not stated),-4.9
CCCC(=O)NC(c1ccco1)c1c(O)ccc2ccccc12 (configuration not stated),4.5
Cc1nc2ccc(NC(=S)NC(C)C)cc2nc1C,4.5
CSc1ccc(C#N)cc1NC(=O)c1ccc(Cl)cc1Cl,4.9
CCOC(=O)C(NS(=O)(=O)c1ccccc1)(C(F)(F)F)P(=O)(OCC(C)C)OCC(C)C (configuration not stated),19.4
CCCOc1cccc(-c2cc(C(=O)NNC(=S)NCC)c3ccccc3n2)c1,17.5
Cc1ccc2nc(SCc3ccc([N+](=O)[O-])cc3)nc(C)c2c1,-2.5

# (next part)
SMILES,sEH activator
O=C(CN1C(=O)c2cccc3cccc1c23)N1CCc2ccccc2C1,-4.3
O=C(NCSc1ccncn1)c1ccccc1,-6.2
CCc1ccc(-c2cc(C(=O)Nc3ccc(S(=O)(=O)NC(C)=O)cc3)c3ccccc3n2)cc1,5.2
O=C(Nc1ccccc1N(C(=O)c1ccco1)S(=O)(=O)c1cccs1)c1ccco1,4.9
CCOc1cc(NC(=S)Nc2cccc(OC)c2)c(OCC)cc1NC(=O)C(C)C,-4.6
CCOC(=O)Cn1c(-c2ccc(Cl)nc2)nc2ccccc21,-4.0
CCCCOC(=O)n1c(=O)oc2cc(S(=O)(=O)N3CCCCC3)ccc21,-5.9
CN(C)CC(C)(C)CNS(=O)(=O)CC12CCC(CC1=O)C2(C)C (configuration not stated),-5.7
Cc1cc(NC(=O)c2cc(-c3cccs3)nc3ccccc23)no1,-0.7
CCOc1c2ccc(C(=O)NCc3ccc(C(F)(F)F)cc3C(F)(F)F)cc2nn1C,-13.9
CCOC(=O)c1c(C)nc2sc(C(=O)Nc3ccc(C(C)=O)cc3)c(N)c2c1-c1ccc(OC)cc1,17.8
Cc1cc(C)c2c(-n3cccc3)n[nH]c2n1,8.6
Cc1onc(-c2ccccc2Cl)c1C(=O)Nc1cc(=O)n(C)c(=O)n1C,28.9
S=c1[nH]nc2c3c4c(sc3ncn12)CCCC4,6.0
CCOC(=O)c1c(C)[nH]c(C(=O)CN2CC(C)OC(C)C2)c1C (configuration not stated),20.8
Cc1nc2ccccc2n1CC(=O)N/N=C\C=C\c1ccccc1,15.4
Cc1cccc(C)c1NC(=O)C(=O)NCc1ccccn1,-9.7
CSc1nc(NCc2ccccc2)c2c3c(sc2n1)CN(C)CC3,-17.6
O=C1c2cccc3cc(Br)cc(c23)C(=O)N1Nc1ccccc1,-0.1
CCCCOC(=O)Cn1c(=N)n(CCC)c2ccccc21,8.0
COc1cccc(C(=O)C2CN(c3ccccc3)CC2c2ccc(Cl)cc2)c1 (configuration not stated),-1.5
COc1ccc(-n2c(SCC(N)=O)nc3nc4c(cc3c2=O)COC(C)(C)C4)cc1,7.8
CCc1ccccc1NC(=O)CCN1C(=O)c2ccccc2C1=O,11.7
CCc1ccc(-c2cc(C(=O)NN3CCOCC3)c3ccccc3n2)cc1,8.8
CC1CCN(CC(=O)N2c3ccccc3CCc3ccccc32)CC1,11.0

# Remaining list, next part.
SMILES,sEH activator
O=C(NCCNc1ccc([N+](=O)[O-])cc1C(F)(F)F)c1ccccc1F,-1.5
COc1cc([N+](=O)[O-])ccc1NC(=O)CCCOc1cccc(C)c1,-6.1
CCNCCNc1ccc(Cl)cc1[N+](=O)[O-],-4.0
COC(=O)c1ccccc1NC(=O)c1cccc(COc2ccccc2Cl)c1,4.3
Cc1nc2ccc(NS(=O)(=O)c3ccc4c(c3)OCCO4)cc2s1,5.7
C=C(C)C1CC=C(C)/C(=N/NC(=O)c2ccc(NC(=O)CCC)cc2)C1 (configuration not stated),1.8
CCOc1ccc(C(C)=O)cc1N1C(=O)C2C3C=CC(O3)C2C1=O (configuration not stated),0.9
Cc1ccc(C(=O)CSc2nnc(-c3ccc4[nH]c(C)c(C)c4c3)o2)cc1C,15.8
COc1ccc(C/C(N)=N/OC(=O)Cc2ccccc2)cc1,-0.6
O=C(Nc1cc2c(oc1=O)CCCC2=O)c1ccccc1,7.4
O=C(NCc1ccco1)C1CC(c2cccc([N+](=O)[O-])c2)=NO1 (configuration not stated),7.0
CN(C)C=NC1=NN(c2cccc(C(F)(F)F)c2)CC1,0.1
CC(NC(=O)Nc1ccccn1)N1C(=O)C2C3C=CC(C3)C2C1=O (configuration not stated),0.3
COc1ccccc1CC(=O)O/N=C(\N)Cc1cccc2ccccc12,-16.1
CCCN(c1ccc(C(C)C)cc1)S(=O)(=O)c1c(C)[nH]c(=O)[nH]c1=O,-7.5
CCOC(=O)C(Cc1ccccc1)C(=O)Nc1nccs1 (configuration not stated),0.3
O=c1[nH]c(CN2CCN(CCO)CC2)nc2ccccc12,-0.8
CC(C)(C)NS(=O)(=O)c1ccc(NC(=O)C(Sc2ccccc2)c2ccccc2)cc1 (configuration not stated),-8.1
O=C(COC(=O)c1ccc(NS(=O)(=O)c2ccc3c(c2)OCCO3)cc1)NC1CC1,7.0
Cc1ccc(C(=O)Nc2cc3c(cc2Cl)OCCCO3)cc1,-12.3
O=C(Nc1ccc2c(c1)OCO2)C1(S(=O)(=O)c2ccc(Cl)cc2)CC1,0.9
CCCCNC(=O)c1onc(CSc2ccccc2C)c1C(=O)O,-2.9
COc1ccc2nc(C)cc(SCC(=O)N/N=C/c3cccc4ccccc34)c2c1,-28.6
COC(=O)CCC(=O)NNC(=O)CCCOc1ccc(Cl)cc1Cl,-3.0
O=C(Nc1nc(=S)ss1)c1c(F)cccc1F,-2.8

# (list continues)
SMILES,sEH activator
CCCCn1c(=O)[nH]c(=O)c2c1ncn2Cc1ccco1,5.7
COc1ccc(CCNC2CC(C)N(C)CC2C)cc1OC (configuration not stated),0.3
Cc1ccc(C(=O)/C=C/c2ccc(-c3ccccc3[N+](=O)[O-])o2)cc1,-11.2
CCOc1ccc(NCc2nnc(SCc3ccccc3Cl)n2-c2ccccc2)cc1,11.1
Cc1ccc(CNc2cnccn2)cc1,-0.1
COC(=O)c1cc(NC2c3ccccc3C(=O)N2c2cccnc2)cc(C(=O)OC)c1 (configuration not stated),1.4
CNCc1ccccc1Sc1ccc(OC)c(OC)c1,-3.5
O=C(NCCC1=CCCCC1)NC1CCCCC1,-94.5
Cc1ccc(S(=O)(=O)NC(=O)c2cc(C)n(-c3cc(S(=O)(=O)N4CCOCC4)ccc3N3CCCC3)c2C)cc1,3.0
